USP1 inh: Inhibitors of USP1/UAF1: Primary Screen | recombinant USP1/UAF1, Ub-Rhodamine cleavage fluorescence | Potency, µM (highest dose often 57.1 µM), for inactives: at the top dose activity change, negative = inhibition, actives largely listed as inhibitors | 390,000 tested, 0.23% active; note: potency is the fitted concentration of half-maximal effect; % is set by controls: 0 for no effect and ±100 for the full control effect; nearly all actives have a fitted effect of over 60% in size; inactives centre near -12
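USP1/UAF1 complex at 1 nM was preincubated with compound for 15 min at room temperature, then Ub-Rho substrate (150nM final) was added. Fluorescence (480/540 nm) was read kinetically, 6 reads every 60 seconds.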
rTrxR1 inhibitor: qHTS Assay for Inhibitors of Mammalian Selenoprotein Thioredoxin Reductase 1 (TrxR1): qHTS; AID 588453, 2011; 390,000 tested, 1% active; recombinant rTrxR1, NADPH fluorescence consumption, selenite substrate; Thioredoxin reductase 1, cytoplasmic (Rattus norvegicus), O89049; Potency, µM (top dose mostly 114 µM), for the others: at the highest dose activity change, negative = inhibition, usual class: inhibitors; note: potency is the fitted concentration of half-maximal effect; % is set by controls: 0 for no effect and ±100 for the full control effect; nearly all actives have a fitted effect of over 65% in size
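Rat TrxR1 (90 nM in the dispensed reagent) was pre-reduced with 400 uM NADPH for 5 min at room temperature, then incubated with compound for 15 min. After 400 uM selenite was added, NADPH fluorescence (Ex 340/Em 450 nm) was followed for 8 min.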
TrxR1 substrate: qHTS Assay for Substrates of Mammalian Selenoprotein Thioredoxin Reductase 1 (TrxR1): qHTS. Potency, µM (top dose mostly 114 µM), for inactives: at the top dose activity change, negative = substrate turnover. Thioredoxin reductase 1, cytoplasmic (Rattus norvegicus), O89049. 390,000 tested, 0.01% active. purified TrxR1 substrate turnover, NADPH consumption readout; note: potency is the fitted concentration of half-maximal effect; % is set by controls: 0 for no effect and ±100 for the full control effect; nearly all actives have a fitted effect of over 50% in size
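Rat TrxR1, dispensed at 90 nM, was prereduced with 400 uM NADPH (final) for 5 min at ~22 deg C, then incubated with compound 15 min before 400 uM selenite. A first-read NADPH fluorescence drop versus no-compound background flagged substrates.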
Pin1 inhibitor: qHTS Assay to Find Inhibitors of Pin1. Peptidyl-prolyl cis-trans isomerase NIMA-interacting 1 (Homo sapiens), Q13526. Pin1 FP peptide displacement, HiFluor488, 10 min. Potency, µM (series often up to 115 µM), without a hit: at the highest dose activity, negative = inhibition, usual class: inhibitors. 390,000 tested, 0.009% active. AID 504891, 2011; active = well fitted inhibition curve with a large enough effect in the polarisation, with a control signal flat, not every such curve was filed as active; inconclusive = small, poorly fitted or top-dose-only effect, or effect the other way, or a change in a side signal; inactive = no such curve, though single readings can be large or run the other way; the % refers to the polarisation; note: potency is the fitted concentration of half-maximal effect; % is set by controls: 0 for no effect and ±100 for the full control effect
Target sequence (Q13526 whole entry, looked up): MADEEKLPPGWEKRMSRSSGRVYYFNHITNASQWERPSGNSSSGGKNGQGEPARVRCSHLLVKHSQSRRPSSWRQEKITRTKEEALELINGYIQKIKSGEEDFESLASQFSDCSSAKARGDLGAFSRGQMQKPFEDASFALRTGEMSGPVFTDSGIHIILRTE
HP1b binding inh: HTS for Inhibitors of HP1-beta Chromodomain Interactions with Methylated Histone Tails. Chromobox protein homolog 1 (Homo sapiens), P83916. AlphaScreen HP1-beta / biotin-H3K9me3 peptide binding. Potency, µM (doses to about 114 µM), inactives show at the highest dose activity change, negative = inhibition, usual class: inhibitors. 390,000 tested, 0.56% active; note: potency is the fitted concentration of half-maximal effect; nearly all actives have a fitted effect of over 70% in size; inactives centre near 23
Target sequence (P83916 whole entry, looked up): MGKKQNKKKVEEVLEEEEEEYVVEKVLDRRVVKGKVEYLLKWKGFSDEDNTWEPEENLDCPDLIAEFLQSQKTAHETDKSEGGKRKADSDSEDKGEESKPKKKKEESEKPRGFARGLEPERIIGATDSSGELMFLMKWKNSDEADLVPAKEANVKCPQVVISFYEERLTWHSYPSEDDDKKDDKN
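AlphaScreen: HP1-beta (50 nM) preformed 30 min with biotin-H3(1-18)K9me3 peptide (50 nM) in PBS pH 7.4, 0.01% Tween-20. Compound added for 30 min at RT, then streptavidin donor/nickel chelate acceptor beads (10 ug/mL) for 30 min.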
mIDH1 inhibitor: qHTS for Inhibitors of mutant isocitrate dehydrogenase 1 (IDH1): qHTS; Potency, µM (series often up to 76.6 µM), for the others: at the highest dose activity change, negative = inhibition, most hits filed as inhibitors; IDH1-R132H enzyme, NADPH consumption, diaphorase/resazurin fluorescence; 390,000 tested, 0.093% active; Isocitrate dehydrogenase [NADP] cytoplasmic (Homo sapiens), O75874; note: potency is the fitted concentration of half-maximal effect; % is set by controls: 0 for no effect and ±100 for the full control effect; nearly all actives have a fitted effect of over 65% in size
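IDH1-R132H (0.5 ug/mL dispensed) in pH 7.5 Tris buffer was preincubated 30 min with compound, then given a substrate mix of 0.016 mM NADPH and 2 mM alpha-KG for 80 min at room temperature; remaining NADPH was read by diaphorase/resazurin fluorescence.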
PI4K2A inh: qHTS for small molecular inhibitors of PI4K2A | Phosphatidylinositol 4-kinase type 2-alpha (Homo sapiens), Q9BTU6 | purified PI4K2A, ADP-Glo luminescence, 1 h; active compounds read low | activity change, negative = inhibition, % at 76.9 µM | 420,000 tested, 0.13% active; in the data active = activity change below about -50%; inconclusive = mostly about -30% to -49%;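 note: -100% = wells without enzyme as full effect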
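In this quantitative HTS, ADP production by PI4K2A was quantified luminescently after 1 h at ambient temperature; 100 microM adenosine served as plate-quality control.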
Tb PGK inh: qHTS Assay to Find Inhibitors of Phosphoglycerate Kinase | Phosphoglycerate kinase, glycosomal (Trypanosoma brucei brucei), P07378 | Potency, µM (top dose mostly 57.5 µM), for inactives: at the highest dose activity change, negative = inhibition, hits mostly inhibitors | 380,000 tested, 0.043% active | PGK/GAPDH coupled, Kinase-Glo luminescence, 60 min; note: potency is the fitted concentration of half-maximal effect; % is set by controls: 0 for no effect and ±100 for the full control effect; nearly all actives have a fitted effect of over 60% in size
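Recombinant glycosomal PGK reaction used 1,3-bisphosphoglycerate generated in-well by GAPDH (100nM final) in 100mM TEA pH 7.6, 5mM MgCl2, 0.01% Tween-20. After 60 minutes at room temperature, ATP was read by Kinase-Glo Plus luminescence end-point.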
GLS inh: qHTS for Inhibitors of Glutaminase (GLS); GLS enzymatic activity, qHTS titration; 410,000 tested, 0.21% active; AID 624170, 2012; Potency, µM (titrated, usually from 45.5 µM), inactives show top-dose activity change, negative = inhibition, hits mostly inhibitors; note: potency is the fitted concentration of half-maximal effect; % is set by controls: 0 for no effect and ±100 for the full control effect
Target sequence (O94925 whole entry, looked up): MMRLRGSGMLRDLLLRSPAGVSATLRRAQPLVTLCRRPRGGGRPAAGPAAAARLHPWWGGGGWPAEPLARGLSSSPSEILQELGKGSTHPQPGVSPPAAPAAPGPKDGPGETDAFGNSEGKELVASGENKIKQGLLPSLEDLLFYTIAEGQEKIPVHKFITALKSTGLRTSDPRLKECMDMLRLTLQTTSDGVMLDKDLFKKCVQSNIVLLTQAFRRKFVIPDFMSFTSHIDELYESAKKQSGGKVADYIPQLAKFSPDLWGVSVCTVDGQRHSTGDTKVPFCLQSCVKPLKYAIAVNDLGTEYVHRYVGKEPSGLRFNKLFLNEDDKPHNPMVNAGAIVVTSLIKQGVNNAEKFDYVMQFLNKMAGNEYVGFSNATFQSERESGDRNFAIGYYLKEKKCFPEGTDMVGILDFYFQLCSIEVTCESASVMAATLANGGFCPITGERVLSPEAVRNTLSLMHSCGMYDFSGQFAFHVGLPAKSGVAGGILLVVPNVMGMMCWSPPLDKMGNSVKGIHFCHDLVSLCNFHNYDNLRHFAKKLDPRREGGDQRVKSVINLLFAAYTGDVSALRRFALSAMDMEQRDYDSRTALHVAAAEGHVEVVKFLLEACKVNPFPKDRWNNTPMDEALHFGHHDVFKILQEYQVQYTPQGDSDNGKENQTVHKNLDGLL
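Read-out is an Amplex red fluorescence increase coupled through glutamate oxidase and HRP, measured before and after 30 min room-temperature incubation. hKGA is in 45 mM KH2PO4 (pH 8.2) with 0.02% Tween-20; glutamine added as 1mM solution.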
Active calls of the source: *; i = inactive; u = inconclusive; & = joins results of further samples; [ ] = remark or other dose. Unless noted, calls come from the whole dose curve; as a rule, active = well fitted curve in the direction sought with a large enough effect; inconclusive = small, poorly fitted or top-dose-only effect, or another doubt; inactive = no such curve, though single readings can be large; an effect the other way counts as inactive or inconclusive. Only part of the results is shown (hit frequency here may not be typical).

SMILES	USP1 inh	rTrxR1 inhibitor	TrxR1 substrate	Pin1 inhibitor	HP1b binding inh	mIDH1 inhibitor	PI4K2A inh	Tb PGK inh	GLS inh
O=C(CCc1nc(-c2ccccc2F)no1)NCCN1CCc2ccccc2C1	-17%	15%	8%[57.1 µM]	5%	9%	4%	9	-3%	9%
Cc1cccc(-c2nc(C)c(CCNC(=O)C(=O)Nc3cccc(Cl)c3C)s2)c1	-32%	15%[57.1 µM]	-2%[57.1 µM]	-1%	22%[57 µM]	-3%	-2	7%	-5%
COCCNc1oc(-c2ccccc2Cl)nc1C#N	-28%	-7%	12%	-2%	9%	-3%	6	-4%	9%
CCCCn1c(N)c(N(C)C(=O)c2cc3c(F)cccc3s2)c(=O)[nH]c1=O	-12%	-4%	-3%	-10%	11%	0%	2	-7%	1%
CCOC(=O)CNC(=O)Cn1cnc2c(nnn2-c2cccc(OC)c2)c1=O	-26%	26%	13%	-4%	30%	0%	-4	i	4%
S=c1[nH]c2ccc(Cl)cc2[nH]1	0%	-25%	-2%	-12%	u	1%	3	-7%	-2%
Cc1ccc(NS(=O)(=O)c2cc(-c3cc(C)no3)ccc2C)c(Cl)c1	-29%	18%[57.1 µM]	0%[57.1 µM]	20%	26%	-4%	0	-5%	6%
Cc1nnc(SCC(=O)N2CCCCCC2)n(N)c1=O	2%	2%[57.1 µM]	3%[57.1 µM]	5%	31%	15%	3	-4%	-13%
CCc1ccc(-n2c(C)nc3cc(C(=O)NCCc4ccccc4)ccc32)cc1	-17%	2%[57.1 µM]	-8%[57.1 µM]	28%	29%	13%	0	i	1%
CCOc1ccc(/C=C(\C#N)C(=O)Nc2sc3c(c2C(=O)OC)CCC3)cc1OC	u	0%	2%	1%	55%[activator]	0%	-2	i	-8%
Cc1ccc(C(=O)NCC(=O)NCC(c2cccs2)N(C)C)cc1C (stereo unspecified)	2%	-6%	-7%	-6%	5%	5%	1	-1%	13%
Cn1ncc2cc(NC(=S)NC(=O)c3ccccc3)ccc21	-2%	25µM*	-10%	-2%	-16%	2%	-9	-7%	20%
COc1ccc(C(CNC(=O)COc2ccc(-c3ccccc3)cc2)N2CCOCC2)cc1 (stereo unspecified)	-14%	1%	-4%	0%	50%[activator]	5%	3	-5%	-3%
O=C(CNC(=O)c1ccc(Br)o1)NC1CCCCCC1	-9%	6%	-4%[57.1 µM]	-1%	23%	3%	2	1%	-5%
CN(C)CCOC(=O)C1(c2ccccc2)CCCC1	-2%	-10%	-7%	5%	15%	0%	-1	3%	18%
Cc1ccc(N(CC(=O)N/N=C/c2cccc(Br)c2)S(C)(=O)=O)cc1	-11%	-6%	-7%	-8%	23%	33%[activator]	2	11%	5%
COc1ccc(C(CNC(=O)c2cccc(N(C)C)c2)N2CCCC2)cc1 (stereo unspecified)	-17%	2%	4%	1%	-27%	4%	-3	1%	41%[activator]
CCOc1ccc(CCNC(=O)C2CC(=O)N(CCc3ccc(OC)c(OC)c3)C2)cc1OCC (stereo unspecified)	2%&-23%	7%	1%	2%&-10%	8%&3%	2%&50%	-2&2	-1%&-14%	4%&-11%
Cc1cc(=O)oc2cc(OCC(O)Cn3ccnc3)ccc12 (stereo unspecified)	-21%	44%	67%[activator]	-6%	51%[activator]	2%	-11	-5%	-4%
CCc1c(C#N)c(SCCC(=O)Nc2ccc(C)cc2)nc2c1C(=O)CC(C)(C)C2	-10%	4%	-6%	8%	27%	-6%	-2	9%	3%
Cc1ccc(NCC(=O)c2ccc(C)cc2)cc1	-20%	-8%	-3%	-5%	20%	1%	-4	i	-1%
Cn1c(=O)c2c(O)c([N+](=O)[O-])c(=O)n(C)c2n(C)c1=O	-17%	18%[57.1 µM]	3%[57.1 µM]	8%	17%	5%	-9	-1%	0%
CCOC(=O)N1CCC2(CC1)OC(=O)C(C)=C2C(=O)NCc1ccccc1OC	3%	17%	5%	-3%	28%	5%	-4	0%	1%
COc1ccc(CCNC(=O)CN(C)S(=O)(=O)c2ccc(OC)cc2)cc1	-15%	6%[57.1 µM]	4%[57.1 µM]	-7%	14%	6%	0	11%	28%
CC1Cc2ccccc2N1C(=O)COC(=O)c1ccc(Cl)c(S(=O)(=O)N2CCOCC2)c1 (stereo unspecified)	-2%	3%	-4%	11%	-1%	6%	-1	0%	-1%

7 consecutive records from above:
SMILES	USP1 inh	rTrxR1 inhibitor	TrxR1 substrate	Pin1 inhibitor	HP1b binding inh	mIDH1 inhibitor	PI4K2A inh	Tb PGK inh	GLS inh
O=C(CCc1nc(-c2ccccc2F)no1)NCCN1CCc2ccccc2C1	-17%	15%	8%[57.1 µM]	5%	9%	4%	9	-3%	9%
Cc1cccc(-c2nc(C)c(CCNC(=O)C(=O)Nc3cccc(Cl)c3C)s2)c1	-32%	15%[57.1 µM]	-2%[57.1 µM]	-1%	22%[57 µM]	-3%	-2	7%	-5%
COCCNc1oc(-c2ccccc2Cl)nc1C#N	-28%	-7%	12%	-2%	9%	-3%	6	-4%	9%
CCCCn1c(N)c(N(C)C(=O)c2cc3c(F)cccc3s2)c(=O)[nH]c1=O	-12%	-4%	-3%	-10%	11%	0%	2	-7%	1%
CCOC(=O)CNC(=O)Cn1cnc2c(nnn2-c2cccc(OC)c2)c1=O	-26%	26%	13%	-4%	30%	0%	-4	i	4%
S=c1[nH]c2ccc(Cl)cc2[nH]1	0%	-25%	-2%	-12%	u	1%	3	-7%	-2%
Cc1ccc(NS(=O)(=O)c2cc(-c3cc(C)no3)ccc2C)c(Cl)c1	-29%	18%[57.1 µM]	0%[57.1 µM]	20%	26%	-4%	0	-5%	6%

Next part:
SMILES	USP1 inh	rTrxR1 inhibitor	TrxR1 substrate	Pin1 inhibitor	HP1b binding inh	mIDH1 inhibitor	PI4K2A inh	Tb PGK inh	GLS inh
COc1ccc(NC(=O)c2ccco2)cc1NC(=O)c1ccc(Br)o1	-17%	23%	8%	-2%	20%	3%	-2	20%	2%
CCOc1ccc(NC(=O)C/C(C)=N/NC(=O)Cc2ccc(Cl)cc2)cc1	-11%	2%	-2%	-5%	43%[activator]	-5%	4	-4%	-5%
NC(=O)[C@H]1CC2(CC(c3cccc(NC(=O)CC(c4ccccc4)c4ccccc4)c3)=NO2)CN1C(=O)CC(c1ccccc1)c1ccccc1 (stereo partly specified)	u	24%	3%	33%[activator]	1%	-2%	-2	-10%	2%
O=C(NCCc1ccccc1)C1CCC(CNS(=O)(=O)c2cccc3cccnc23)CC1 (stereo unspecified)	-14%	5%	-3%	5%	4%	0%	8	2%	-2%
CCCC(=O)Nc1ccc(C(=O)NCc2ccccc2Cl)cc1	-6%	-8%	-1%	-1%	12%	3%	0	-4%	6%
O=C(CCc1nnc(CCCc2ccccc2)o1)N1CCCCCC1	-15%	11%	0%	-3%	46%[activator]	2%	-1	-6%	-1%
CCCCn1c(N)c(N(CC(C)C)C(=O)c2cccc(OCc3ccccc3)c2)c(=O)[nH]c1=O	-2%	16%	0%	10%	22%	4%	-1	-8%	6%
Cn1c(=O)c2c(nc(OC3CCCCCC3)n2C)n(C)c1=O	2%	3%	3%	0%	25%	2%	0	1%	1%
CSC1=NCCN1CCOc1ccccc1	-10%	18%[57.1 µM]	3%	0%	18%	5%	-3	0%	1%
O=C(c1ccc(-c2ccccc2)c(F)c1)C1CCCN(C(=O)c2cncs2)C1 (stereo unspecified)	-7%	9%	-5%	-3%	0%	6%	0	-4%	1%
Cc1ccc(Cl)cc1N1CCN(C(=O)CN2C(=O)COc3ccc(S(=O)(=O)N4CCCCCC4)cc32)CC1	-9%	36%[activator]	8%	-11%	1%	-10%	1	-6%	-12%
CC1CCC(NC(=O)Cn2ncc3c4ccccc4n(Cc4ccc(F)cc4)c3c2=O)CC1 (stereo unspecified)	-8%	10%	19%	0%	37%	-5%	-1	-7%	-2%
COCCNC(=O)CN(C)S(=O)(=O)c1ccc2c(c1)OCCO2	-12%	-2%	-6%	3%	36%	5%	1	-1%	-5%
